G9a inh = G9a (human) methyltransferase inhibition. G9a H3K9 monomethylation, AlphaScreen, 2 h. AID 504332. Potency, µM (top dose mostly 102 µM), inactives show at the highest dose activity, negative = inhibition, actives largely listed as inhibitors. actives 8.8% (n = 350,000); note: potency is the fitted concentration of half-maximal effect; % is set by controls: 0 for no effect and ±100 for the full control effect; nearly all actives have a fitted effect of over 75% in size
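Methyltransferase reactions run at room temperature for 2 h (20 nM enzyme, 500 nM biotin-H3K9 peptide, 20 uM SAM) after a 15 min compound preincubation; product detected by AlphaScreen beads and anti-H3K9me1 antibody.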
HP1b binding inh = blocks HP1-beta chromodomain binding to methylated histone tails; actives 0.56% (n = 390,000); AID 540317; AlphaScreen HP1-beta / biotin-H3K9me3 peptide binding; Potency, µM (highest dose often 114 µM), without a hit: top-dose activity change, negative = inhibition, most hits filed as inhibitors; P83916; note: potency is the fitted concentration of half-maximal effect; nearly all actives have a fitted effect of over 70% in size; inactives centre near 23
Target sequence (P83916 whole entry, looked up): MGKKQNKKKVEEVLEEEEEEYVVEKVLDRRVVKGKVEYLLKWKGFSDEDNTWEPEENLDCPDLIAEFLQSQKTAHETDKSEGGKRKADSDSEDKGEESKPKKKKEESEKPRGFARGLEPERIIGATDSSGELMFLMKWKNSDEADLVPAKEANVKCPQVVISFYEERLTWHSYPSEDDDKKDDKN
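Compound inhibition of the preformed complex between 50 nM HP1-beta and 50 nM biotinylated H3K9me3 peptide was read by AlphaScreen. Buffer was PBS pH 7.4 with 0.01% Tween-20. Incubations ran 30 min at room temperature, with 10 ug/mL donor/acceptor beads.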
JMJD2A Tudor = blocks the human JMJD2A Tudor domain; actives 4.4% (n = 390,000); AlphaScreen JMJD2A-Tudor / H3K4me3 peptide binding; Potency, µM (doses to about 114 µM), inactives show at the top dose activity change, negative = inhibition, hits mostly inhibitors; O75164; note: potency is the fitted concentration of half-maximal effect; % is set by controls: 0 for no effect and ±100 for the full control effect; nearly all actives have a fitted effect of over 50% in size
GLS inh = blocks human kidney-isoform glutaminase activity; GLS enzymatic activity, qHTS titration; Potency, µM (highest dose often 45.5 µM), without a hit: at the highest dose activity change, negative = inhibition, most hits filed as inhibitors; O94925; actives 0.21% (n = 410,000); note: potency is the fitted concentration of half-maximal effect; % is set by controls: 0 for no effect and ±100 for the full control effect
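Assay buffer: 45 mM KH2PO4 pH 8.2, 0.02% Tween-20. hKGA acts on L-glutamine (1 mM solution added); product glutamate is reported by an oxidase/peroxidase Amplex Red coupling, with fluorescence taken at baseline and 30 min.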
BAZ2B block = blocks human BAZ2B | Q9UIF8 | AlphaScreen BAZ2B-H3K14Ac peptide displacement | Potency, µM (top dose mostly 114 µM), for inactives: at the highest dose activity change, negative = inhibition, hits mostly inhibitors | actives 4.4% (n = 360,000); note: potency is the fitted concentration of half-maximal effect; % is set by controls: 0 for no effect and ±100 for the full control effect; nearly all actives have a fitted effect of over 60% in size
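Inhibition is scored as reduced AlphaScreen emission. The BAZ2B/b-H3(5-23)K14Ac complex (50 nM each) in PBS pH 7.4, 0.01% Tween-20 meets compound (up to 110 uM) for 30 min at RT before bead addition.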
Pin1 inh = human Pin1 inhibition; Pin1 FP peptide displacement, HiFluor488, 10 min; Potency, µM (series often up to 115 µM), inactives show at the highest dose activity, negative = inhibition, usual class: inhibitors; actives 0.009% (n = 390,000); active = well fitted inhibition curve with a large enough effect in the polarisation, with a control signal flat, not every such curve was filed as active; inconclusive = small, poorly fitted or top-dose-only effect, or effect the other way, or a change in a side signal; inactive = no such curve, though single readings can be large or run the other way; the % refers to the polarisation; note: potency is the fitted concentration of half-maximal effect; % is set by controls: 0 for no effect and ±100 for the full control effect
Target sequence (Q13526 whole entry, looked up): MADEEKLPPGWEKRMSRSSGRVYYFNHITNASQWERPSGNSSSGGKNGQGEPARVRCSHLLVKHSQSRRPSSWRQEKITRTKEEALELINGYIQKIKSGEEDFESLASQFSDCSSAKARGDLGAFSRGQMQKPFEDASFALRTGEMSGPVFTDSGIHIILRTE
PI4K2A block = PI4K2A (human) kinase inhibition; Q9BTU6; activity change, negative = inhibition, % at 76.9 µM; actives 0.13% (n = 420,000); AID 1346378; purified PI4K2A, ADP-Glo luminescence, 1 h; active compounds read low; in the data active = activity change below about -50%; inconclusive = mostly about -30% to -49%;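 note: -100% = wells without enzyme as full effect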
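Compounds are screened against recombinant PI4K2A using PI as substrate and ATP, the latter dispensed at 300 microM. Reactions run one hour at ambient temperature before ADP-Glo detection; full inhibition defined by wells lacking enzyme.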
Tb PGK inh = blocks T. brucei phosphoglycerate kinase; P07378; PGK/GAPDH coupled, Kinase-Glo luminescence, 60 min; Potency, µM (highest dose often 57.5 µM), for the others: at the top dose activity change, negative = inhibition, actives largely listed as inhibitors; actives 0.043% (n = 380,000); note: potency is the fitted concentration of half-maximal effect; % is set by controls: 0 for no effect and ±100 for the full control effect; nearly all actives have a fitted effect of over 60% in size
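Luminescent ATP detection (Kinase-Glo Plus) follows a 60-minute room-temperature incubation, with wells lacking PGK as controls. Buffer: 100 mM TEA (pH 7.6), 5 mM MgCl2, 0.01% Tween-20. Coupling enzyme GAPDH (100 nM final) supplies unstable 1,3-BPG in-well.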
ERG-DNA inh = inhibitors of human ERG Ets domain-DNA interaction | fluorescence polarization, His-ERG Ets domain / labelled DNA | P11308 | Potency, µM (series often up to 76.9 µM), inactives show at the highest dose FP activity, negative = inhibition, most hits filed as inhibitors | actives 0.028% (n = 370,000); active = well fitted inhibition curve with a large enough effect in the polarisation, with a control signal flat; inconclusive = small, poorly fitted or top-dose-only effect, or effect the other way, or a change in a side signal; inactive = no such curve, though single readings can be large or run the other way; the % refers to the polarisation;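 note: polarization taken with two DNA probes labelled with fluorescein and Texas red; potency is the fitted concentration of half-maximal effect; % of control where 0% means no effect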
Target sequence (P11308 whole entry, looked up, the tested form may be a part): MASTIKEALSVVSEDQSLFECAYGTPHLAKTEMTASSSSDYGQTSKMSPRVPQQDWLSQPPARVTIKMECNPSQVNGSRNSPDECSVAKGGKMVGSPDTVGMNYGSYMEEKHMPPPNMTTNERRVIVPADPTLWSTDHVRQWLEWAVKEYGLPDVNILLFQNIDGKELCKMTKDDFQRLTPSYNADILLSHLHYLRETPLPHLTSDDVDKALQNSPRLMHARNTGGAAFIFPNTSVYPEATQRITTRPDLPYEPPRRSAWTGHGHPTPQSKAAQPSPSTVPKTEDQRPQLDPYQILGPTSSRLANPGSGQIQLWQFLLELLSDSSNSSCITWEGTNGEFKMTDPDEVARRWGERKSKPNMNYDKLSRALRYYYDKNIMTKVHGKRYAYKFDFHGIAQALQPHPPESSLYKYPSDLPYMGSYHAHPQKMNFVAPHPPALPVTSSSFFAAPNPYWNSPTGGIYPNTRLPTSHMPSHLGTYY
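His-tagged ERG Ets domain (1 uM in the protein solution; 300mM KCl, 50mM Tris-HCl, 1mM EDTA, 1mM DTT, pH 7.5) received compound, then a probe mix of 5 nM fluorescein-DNA and 100nM Texas-615-DNA. Fluorescence polarization was read for both dyes.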
Starred values were filed as active, the others as inactive; [ ] = another dose, or the depositor's remark. Unless noted, calls come from the whole dose curve; as a rule, active = well fitted curve in the direction sought with a large enough effect; inconclusive = small, poorly fitted or top-dose-only effect, or another doubt; inactive = no such curve, though single readings can be large; an effect the other way counts as inactive or inconclusive.

How did CCOC(=O)C1CCN(S(=O)(=O)c2ccc3c(c2)NC(=O)C(C)S3)CC1 (centres undefined) do in these assays?
G9a inh: inconclusive; HP1b binding inh: 38%; JMJD2A Tudor: -10%; GLS inh: -2%; BAZ2B block: -11%; Pin1 inh: 0%; PI4K2A block: 5; Tb PGK inh: 6%; ERG-DNA inh: 3%

How did O=C(NC1CCCCC1)C(c1cccs1)N(C(=O)c1ccco1)c1ccc2c(c1)OCCO2 (centres undefined) do in these assays?
G9a inh: inconclusive; HP1b binding inh: -5%; JMJD2A Tudor: -24%; GLS inh: 10%; BAZ2B block: -7%; Pin1 inh: 1%; PI4K2A block: 7; Tb PGK inh: 4%; ERG-DNA inh: 4%

What do the screens show for `CC(c1ccccc1F)n1cc(C(=O)NCCCn2ccnc2)nn1` (centres undefined)?
G9a inh: -5%[59 µM]; HP1b binding inh: 22%; JMJD2A Tudor: -22%; GLS inh: -3%; BAZ2B block: -4%; Pin1 inh: -2%; PI4K2A block: -5; Tb PGK inh: 0%; ERG-DNA inh: 6%

How did CC(NC(=O)c1cccc(S(=O)(=O)N(C)C)c1)c1nc2ccccc2[nH]1 (centres undefined) do in these assays?
G9a inh: -7%; HP1b binding inh: 25%; JMJD2A Tudor: 4%; GLS inh: 5%; BAZ2B block: -13%; Pin1 inh: -3%; PI4K2A block: -2; Tb PGK inh: -6%; ERG-DNA inh: -7%

Results for O=C(/C=C/c1cccc(O)c1)c1cccnc1 ?
G9a inh: inconclusive; HP1b binding inh: 3%; JMJD2A Tudor: -14%; GLS inh: 0%; BAZ2B block: 12%; Pin1 inh: -5%; PI4K2A block: -17; Tb PGK inh: inactive; ERG-DNA inh: -7%

How did CC(C)N(C(=O)/C=C/c1cccc([N+](=O)[O-])c1)C(C)C do in these assays?
HP1b binding inh: -5%; JMJD2A Tudor: -30%; GLS inh: -6%; BAZ2B block: -19%; Pin1 inh: 1%; PI4K2A block: 0; Tb PGK inh: -5%; ERG-DNA inh: 3%

Results for COc1ccccc1NC(=O)C1CCCN(c2nc(C)cc(C)n2)C1 (centres undefined) ?
G9a inh: 19%[59 µM]; HP1b binding inh: 38%; JMJD2A Tudor: 4%; GLS inh: 3%; BAZ2B block: 0%; Pin1 inh: -7%; PI4K2A block: 4; Tb PGK inh: 6%; ERG-DNA inh: -3%

What do the screens show for `Cc1cccc(C)c1N1CCN(C(=O)Cn2cncn2)CC1`?
G9a inh: 18µM*; HP1b binding inh: 3%; JMJD2A Tudor: inconclusive; GLS inh: 3%; BAZ2B block: -25%; Pin1 inh: -15%; PI4K2A block: -6; Tb PGK inh: 3%; ERG-DNA inh: 18%

How did CCCCCC(=O)Nc1cccc(C2=NOC3(C2)C[C@@H](C(N)=O)N(C(=O)c2cc([N+](=O)[O-])cc([N+](=O)[O-])c2)C3)c1 (some centres undefined) do in these assays?
G9a inh: inconclusive; HP1b binding inh: -4%; JMJD2A Tudor: inconclusive; GLS inh: 1%; BAZ2B block: -31%; Pin1 inh: 1%; PI4K2A block: -6; Tb PGK inh: -13%; ERG-DNA inh: 6%

What do the screens show for `O=C(CCCCCn1c(=S)[nH]c2ccc(N3CCOCC3)cc2c1=O)NCc1ccccc1`?
G9a inh: 4%[59 µM]; HP1b binding inh: 42%[activator]; JMJD2A Tudor: -6%; GLS inh: -9%; BAZ2B block: -18%; Pin1 inh: -2%; PI4K2A block: 0; Tb PGK inh: -3%; ERG-DNA inh: 5%

How did C/C(=N\NC(=O)c1cccc(Br)c1)c1ccccn1 do in these assays?
G9a inh: 27%; HP1b binding inh: 29%; JMJD2A Tudor: 22µM*; GLS inh: -13%; BAZ2B block: 3.5µM*; Pin1 inh: -2%; PI4K2A block: -1; Tb PGK inh: -10%; ERG-DNA inh: -5%

How did CCc1nc2ccccc2n1CCCCOc1cccc(C)c1 do in these assays?
G9a inh: -1%[59 µM]; HP1b binding inh: 110%[activator]; JMJD2A Tudor: 14%; GLS inh: -3%; BAZ2B block: 51%[activator]; Pin1 inh: 5%; PI4K2A block: 3; Tb PGK inh: -5%; ERG-DNA inh: -1%

Results for CCOC(=O)c1ccc(-n2ccnc2)c(NC(=O)c2ccc(C(C)(C)C)cc2)c1 ?
G9a inh: -12%[59 µM]; HP1b binding inh: 28%; JMJD2A Tudor: -1%; GLS inh: -12%; BAZ2B block: -36%; Pin1 inh: 23%; PI4K2A block: -5; Tb PGK inh: -1%

What do the screens show for `Cc1c(C(=O)NC2CCS(=O)(=O)C2)oc2ccccc12` (centres undefined)?
G9a inh: 45µM*; HP1b binding inh: 51%[activator]; JMJD2A Tudor: -2%; GLS inh: -11%; BAZ2B block: 23%; Pin1 inh: -1%; PI4K2A block: -3; Tb PGK inh: -9%; ERG-DNA inh: 16%

What do the screens show for `O=c1[nH]c2ccc(S(=O)(=O)N3CCCCC3)cc2s1`?
G9a inh: -8%; HP1b binding inh: 38%; JMJD2A Tudor: -8%; GLS inh: 1%; BAZ2B block: 9%; Pin1 inh: 1%; PI4K2A block: -1; Tb PGK inh: 8%; ERG-DNA inh: -5%

Results for COc1ccc(CNC(=O)c2cccc(S(=O)(=O)N3CCN(c4ccc(F)cc4)CC3)c2)cc1 ?
G9a inh: -36%; HP1b binding inh: 13%; JMJD2A Tudor: -14%; GLS inh: -12%; BAZ2B block: 6%; Pin1 inh: 11%; PI4K2A block: -2; Tb PGK inh: -2%; ERG-DNA inh: -2%

Results for S=c1nc(Cc2ccccc2)[nH]c2ccccc12 ?
G9a inh: 19%; HP1b binding inh: 43%; JMJD2A Tudor: -3%; GLS inh: -15%; BAZ2B block: -2%; Pin1 inh: -1%; PI4K2A block: -4; Tb PGK inh: inactive; ERG-DNA inh: -9%

What do the screens show for `C=CCN1C(=O)c2ccc(C(=O)OCC(=O)N(CC)c3c(N)n(Cc4ccccc4)c(=O)[nH]c3=O)cc2C1=O`?
HP1b binding inh: 27%; JMJD2A Tudor: -5%; GLS inh: -6%; Pin1 inh: -5%; PI4K2A block: -3; Tb PGK inh: inactive; ERG-DNA inh: 4%

Results for COc1ccc(Br)cc1/C=N/Nc1ccccn1 ?
G9a inh: 10%[2.33 µM]; HP1b binding inh: 34%; JMJD2A Tudor: -4%; GLS inh: 1%; BAZ2B block: -17%; Pin1 inh: 4%; PI4K2A block: 4; Tb PGK inh: 0%; ERG-DNA inh: 2%

How did O=C1NC(=S)CN1c1ccccc1 do in these assays?
G9a inh: 11µM*; HP1b binding inh: inconclusive; JMJD2A Tudor: 13µM*; GLS inh: 8%; BAZ2B block: -21%; Pin1 inh: inconclusive; PI4K2A block: -12; Tb PGK inh: -1%; ERG-DNA inh: -1%

Gathered by group: the entries above with two or more sulfur atoms (2)
How did CCOC(=O)C1CCN(S(=O)(=O)c2ccc3c(c2)NC(=O)C(C)S3)CC1 (centres undefined) do in these assays?
G9a inh: inconclusive; HP1b binding inh: 38%; JMJD2A Tudor: -10%; GLS inh: -2%; BAZ2B block: -11%; Pin1 inh: 0%; PI4K2A block: 5; Tb PGK inh: 6%; ERG-DNA inh: 3%

What do the screens show for `O=c1[nH]c2ccc(S(=O)(=O)N3CCCCC3)cc2s1`?
G9a inh: -8%; HP1b binding inh: 38%; JMJD2A Tudor: -8%; GLS inh: 1%; BAZ2B block: 9%; Pin1 inh: 1%; PI4K2A block: -1; Tb PGK inh: 8%; ERG-DNA inh: -5%

Going on with the list:
Results for S=c1[nH]nc(COc2ccccc2)n1/N=C/c1cccc(Cl)c1Cl ?
G9a inh: inconclusive; HP1b binding inh: -6%; JMJD2A Tudor: inconclusive; GLS inh: 1%; BAZ2B block: -19%; Pin1 inh: -1%; PI4K2A block: 1; Tb PGK inh: -8%; ERG-DNA inh: -6%

How did CCCCNC(=O)c1ccc2c(c1)ncn2C1CCCCC1 do in these assays?
G9a inh: inconclusive; HP1b binding inh: 30%; JMJD2A Tudor: -5%; GLS inh: -2%; BAZ2B block: -5%; Pin1 inh: 3%; PI4K2A block: -10; Tb PGK inh: -5%; ERG-DNA inh: -1%

What do the screens show for `CC1CCN(C(=O)CNC(=O)CNC(=O)Cc2ccccc2)CC1`?
G9a inh: 18%; HP1b binding inh: 35%; JMJD2A Tudor: 5%; GLS inh: -2%; BAZ2B block: -2%; Pin1 inh: 7%; PI4K2A block: 0; Tb PGK inh: 0%; ERG-DNA inh: 15%

How did CS(=O)(=O)N1N=C(c2ccco2)CC1c1cccc([N+](=O)[O-])c1 (centres undefined) do in these assays?
HP1b binding inh: 15%; JMJD2A Tudor: -13%; GLS inh: 1%; BAZ2B block: 16%; Pin1 inh: 0%; PI4K2A block: 2; Tb PGK inh: -7%; ERG-DNA inh: -8%

How did Cc1oc(-c2cccc(F)c2)nc1CN(Cc1ccccc1)C[C@@H]1CCC(=O)N1 do in these assays?
G9a inh: -27%; HP1b binding inh: 17%; JMJD2A Tudor: -31%; GLS inh: 3%; BAZ2B block: -27%; Pin1 inh: -3%; PI4K2A block: 4; Tb PGK inh: 1%; ERG-DNA inh: 5%

How did COC(=O)C1=C(C)N(C)C(=O)NC1c1ccccc1 (centres undefined) do in these assays?
G9a inh: 3%[12.7 µM]; HP1b binding inh: 15%; JMJD2A Tudor: -6%; GLS inh: 0%; BAZ2B block: 6%; Pin1 inh: -11%; PI4K2A block: -6; Tb PGK inh: -3%; ERG-DNA inh: -3%

Screens deposited in PubChem BioAssay by National Center for Advancing Translational Sciences (NCATS).
